GAA spleen mod: lysosomal alpha-glucosidase (human) modulation; P10253; human spleen homogenate, 4-MU-alpha-glucoside fluorescence; Potency, µM (top dose mostly 79.9 µM), inactives show at the highest dose activity change, negative = inhibition, hits mostly inhibitors; 0.006% of 240,000 active; AID 2112;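 also: 0% = enzyme with vehicle and -100% = no enzyme basal signal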
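Human spleen homogenate (1 ug) incubated with compounds and 1 mM 4-methylumbelliferyl-alpha-D-glucopyranoside in pH 5.0 citrate/phosphate buffer, 37 C, 40 min. Stopped at pH 10; 4-MU fluorescence (Ex 365/Em 440 nm); AC50 by Hill fit.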
TexasRed fluor: alters Texas Red total fluorescence, flagging assay interference. TRb/SRC2 Texas Red total fluorescence interference. Potency, µM (series often up to 106 µM), inactives show at the highest dose fluorescence change, negative = quenching. 0.29% of 280,000 active. AID 1479; active = well fitted curve in either direction with a large enough effect; inconclusive = small, poorly fitted or top-dose-only effect
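Human TRb ligand-binding domain at 0.6 uM with 20 nM Texas Red SRC2 peptide in Tris buffer containing 1 uM T3 and 5% DMSO, incubated with compound 5 h at ambient temperature. Total fluorescence (555/632 nm) calculated as parallel + 2 × perpendicular.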
RECQ1 inh: inhibitors of human RECQ1 DNA helicase. RECQ1 DNA unwinding, red fluorescence kinetic read. Potency, µM (doses to about 57.3 µM), for inactives: top-dose activity, negative = inhibition, actives largely listed as inhibitors. 0.54% of 240,000 active;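 also: plate controls were vehicle for no effect and no enzyme for full effect; nearly all actives have a fitted effect of over 30% in size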
Target sequence (P46063 whole entry, looked up): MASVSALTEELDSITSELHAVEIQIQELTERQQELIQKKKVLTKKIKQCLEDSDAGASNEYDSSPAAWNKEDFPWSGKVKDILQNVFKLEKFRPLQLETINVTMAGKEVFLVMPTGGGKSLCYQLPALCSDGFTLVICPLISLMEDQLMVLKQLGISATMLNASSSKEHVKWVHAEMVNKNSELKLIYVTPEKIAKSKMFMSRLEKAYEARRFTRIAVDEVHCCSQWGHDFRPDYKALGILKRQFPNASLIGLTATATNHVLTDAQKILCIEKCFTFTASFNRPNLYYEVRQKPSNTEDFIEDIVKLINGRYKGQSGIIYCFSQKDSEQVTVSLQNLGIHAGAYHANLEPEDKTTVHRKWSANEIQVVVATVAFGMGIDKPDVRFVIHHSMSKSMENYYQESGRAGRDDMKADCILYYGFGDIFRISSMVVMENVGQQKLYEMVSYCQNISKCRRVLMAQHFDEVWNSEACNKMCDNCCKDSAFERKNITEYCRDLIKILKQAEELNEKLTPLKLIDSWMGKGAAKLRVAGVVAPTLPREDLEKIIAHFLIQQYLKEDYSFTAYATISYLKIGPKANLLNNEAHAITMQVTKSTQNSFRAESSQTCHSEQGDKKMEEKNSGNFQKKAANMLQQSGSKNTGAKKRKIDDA
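50 nM RECQ1T1 preincubated 15 min with compound in Tris pH 8.0 buffer with MgCl2, DTT, Tween-20 and 2.5 ug/ml poly(dI-dC); started with 200 nM TAMRA/BHQ-2 forked duplex and 2 mM ATP. Unwinding read as fluorescence (525/598 nm), two reads 2 h apart.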
GoLoco inh red: inhibitors of human Gai1-RGS12 GoLoco interaction (red fluorophore) | Gai1:RGS12 GoLoco peptide FP, rhodamine, 10 min | P63096 | AID 880 | 0.44% of 230,000 active | Potency, µM (highest dose often 61.6 µM), inactives show top-dose activity, negative = inhibition, usual class: inhibitors; active = well fitted inhibition curve with a large enough effect, not every such curve was filed as active; inactive = no such curve, though single readings can be large or run the other way; also: nearly all actives have a fitted effect of over 30% in size; many of its hits are not listed in these tables
GAA inhib: alpha-glucosidase (human) inhibition; P10253; purified human GAA, 4-MU-alpha-glucoside fluorescence; Potency, µM (titrated, usually from 76.9 µM), without a hit: at the top dose activity change, negative = inhibition, hits mostly inhibitors; 0.005% of 200,000 active;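 also: plate controls were uninhibited enzyme wells for no effect and no-enzyme background for full effect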
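Compounds are titrated up to 77 uM against 4 nM human enzyme. Substrate 4-methylumbelliferyl-alpha-D-pyranoside (400 uM) reacts 20 min at room temperature in pH 5.0 buffer; liberated 4-methylumbelliferone is read at 440 nm.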
GAA glycogen mod: alters human alpha-glucosidase cleavage of glycogen; Potency, µM (titrated, usually from 76.4 µM), for the others: top-dose activity change, negative = inhibition, actives largely listed as inhibitors; recombinant GAA, glycogen substrate, Amplex Red glucose oxidase fluorescence; 0.38% of 300,000 active; P10253; AID 2100;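 also: 0% = full enzyme reaction and -100% = no-enzyme basal signal; the screen sought inhibitors and activators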
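qHTS, 1536-well; enzyme 4 nM final; cpd up to 77 uM; substrate bovine liver glycogen 30 ug; 50 mM citrate/phosphate pH 5.0, 0.01% Tween-20; 37 C, 40 min; Amplex Red detection 45 min RT; Hill fit → AC50.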
TRb-SRC2 inh: disrupts binding of human TR beta to SRC2; TRbeta-SRC2 peptide binding, fluorescence polarization; receptor liganded with 1 µM T3; 0.065% of 280,000 active; P10828; Potency, µM (series often up to 106 µM), for the others: at the top dose activity change, negative = inhibition, usual class: inhibitors; AID 1469;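 also: plate controls were bound peptide for no effect and peptide without receptor for full effect; nearly all actives have a fitted effect of over 50% in size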
Target sequence (P10828 whole entry, looked up): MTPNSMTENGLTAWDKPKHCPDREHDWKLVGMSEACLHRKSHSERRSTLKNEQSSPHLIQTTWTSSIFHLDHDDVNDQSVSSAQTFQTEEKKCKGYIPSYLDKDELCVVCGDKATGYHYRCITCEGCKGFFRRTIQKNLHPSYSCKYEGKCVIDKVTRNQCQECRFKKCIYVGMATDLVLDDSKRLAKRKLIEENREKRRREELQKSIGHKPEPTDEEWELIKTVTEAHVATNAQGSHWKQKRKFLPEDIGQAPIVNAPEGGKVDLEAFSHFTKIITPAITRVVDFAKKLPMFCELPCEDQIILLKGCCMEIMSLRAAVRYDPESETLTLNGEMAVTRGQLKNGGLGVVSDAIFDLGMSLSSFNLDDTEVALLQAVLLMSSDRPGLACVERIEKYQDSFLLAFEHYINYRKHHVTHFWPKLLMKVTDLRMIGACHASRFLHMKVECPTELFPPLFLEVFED
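Fluorescence polarization of 20 nM Texas Red SRC2 peptide with 0.6 uM human TRb ligand-binding domain, in Tris buffer with 1uM T3 and 5% DMSO. Incubated 5 hr ambient; normalized to unbound and bound controls.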
L3MBTL1 block: blocks human L3MBTL1; Potency, µM (doses to about 57.1 µM), without a hit: at the highest dose activity, negative = inhibition, actives largely listed as inhibitors; AID 485360; Q9Y468; 0.66% of 230,000 active; AlphaScreen L3MBTL1–H3K9me1 peptide binding; also: nearly all actives have a fitted effect of over 60% in size
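Read-out is AlphaScreen signal from streptavidin donor and nickel chelate acceptor beads (10 ug/mL final each) bridging L3MBTL1 (50 nM) and biotinylated K9-monomethylated H3(1-15) peptide (75 nM), after 30 min compound exposure at room temperature.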
* hit, by the source's call; & = joins results of further samples; [ ] = dose if it differs, or a comment. Unless noted, calls follow the shape of the dose curve; as a rule, active = well fitted curve in the direction sought with a large enough effect; inconclusive = small, poorly fitted or top-dose-only effect, or another doubt; inactive = no such curve, though single readings can be large; an effect the other way counts as inactive or inconclusive. Unless noted, % is scaled to controls: 0 for no effect and ±100 for the full control effect; potency is read from the fitted curve at half-maximal effect.

`CC(C)NS(=O)(=O)c1ccc(CCC(=O)N2CCC(C(N)=O)CC2)cc1` gave GAA spleen mod 6%, TexasRed fluor -4%, RECQ1 inh inactive, GoLoco inh red 8%, GAA inhib 5%, GAA glycogen mod 0%, TRb-SRC2 inh -4% and L3MBTL1 block 5%.
For Cc1cccc(NC(=S)N2CCN(c3ccc(F)cc3)CC2)c1 the results were GAA spleen mod 3%, TexasRed fluor -1%, RECQ1 inh 7%, GoLoco inh red 0%, GAA inhib 11%, GAA glycogen mod 0%, TRb-SRC2 inh -1% and L3MBTL1 block -1%.
Screening COc1ccccc1-c1cn[nH]c1-c1ccc(OCc2ccccc2)cc1O returned GAA spleen mod 3%, TexasRed fluor 3%, RECQ1 inh -18%, GoLoco inh red -3%, GAA glycogen mod -9%, TRb-SRC2 inh 5% and L3MBTL1 block -15%.
Screening O=C(c1ccc(F)c(S(=O)(=O)N2CCOCC2)c1)N(c1ccccc1)c1ccccn1 returned GAA spleen mod 0%, TexasRed fluor -3%, RECQ1 inh -9%, GoLoco inh red -21%, GAA inhib -1%, GAA glycogen mod 0%, TRb-SRC2 inh -9% and L3MBTL1 block 6%.
CCOC(=O)C1CCCN(C(=O)C2CCN(S(=O)(=O)c3cccs3)CC2)C1 (stereo unspecified) was read as GAA spleen mod -2%, TexasRed fluor -2%, RECQ1 inh 3%, GoLoco inh red 0%, GAA inhib 3%, GAA glycogen mod 4% and TRb-SRC2 inh 4%.
COc1ccccc1CNCC(=O)Nc1ccc(C(F)(F)F)cc1 was read as GAA spleen mod 3%, TexasRed fluor 1%, RECQ1 inh -3%, GoLoco inh red -5%, GAA glycogen mod -2% and TRb-SRC2 inh -7%.
CCc1nc(Nc2ccc3c(c2)OCCO3)c2oc3ccccc3c2n1 was read as GAA spleen mod -2%, TexasRed fluor -13%, RECQ1 inh -6%, GoLoco inh red -12%, GAA inhib -10%, GAA glycogen mod -3% and TRb-SRC2 inh -8%.
For O=C(NCc1cccs1)C(=O)NCC(c1ccco1)N1CCN(c2ccccc2)CC1 (stereo unspecified) the results were GAA spleen mod -6%, TexasRed fluor -1%, RECQ1 inh inactive, GoLoco inh red -2%, GAA inhib -10%, GAA glycogen mod -18% and TRb-SRC2 inh 0%.
Cc1ccc2cc(/C=N/NC(=O)CN3CCCCC3)c(Cl)nc2c1 was read as GAA spleen mod 1%, TexasRed fluor 3%, RECQ1 inh inactive, GoLoco inh red 11%, GAA inhib -1%, GAA glycogen mod 7%, TRb-SRC2 inh 3% and L3MBTL1 block inconclusive.
Screening CCOC(=O)COc1ccc(C)cc1-c1ccno1 returned GAA spleen mod 0%, TexasRed fluor -2%, RECQ1 inh -4%, GoLoco inh red 5%, GAA inhib 0%, GAA glycogen mod 3% and TRb-SRC2 inh 7%.
`CCCCCC(=O)N1CCCCC1` gave GAA spleen mod -5%, TexasRed fluor -5%, RECQ1 inh -3%, GoLoco inh red -2%, GAA inhib -5%, GAA glycogen mod 10%, TRb-SRC2 inh -2% and L3MBTL1 block 52%[activator].
Cc1ccsc1C(C(=O)NC1CCCCC1)N(C(=O)c1csnn1)C1CC1 (stereo unspecified) was read as GAA spleen mod 3%, TexasRed fluor 1%, RECQ1 inh inactive, GoLoco inh red 4%, GAA inhib 5%, GAA glycogen mod -2%, TRb-SRC2 inh 4% and L3MBTL1 block 1%.
Screening O=[N+]([O-])c1cccc(CNc2ccc3c(c2)CCC3)c1 returned GAA spleen mod -1%, TexasRed fluor -2%, RECQ1 inh -11%, GoLoco inh red -2%, GAA inhib -4%, GAA glycogen mod -6%, TRb-SRC2 inh 2% and L3MBTL1 block -28%.
`CCN(CC)S(=O)(=O)c1ccc(-c2nnc3sc4cccc(C)c4n23)cc1` gave GAA spleen mod -7%, TexasRed fluor 0%, RECQ1 inh 1%, GoLoco inh red 5%, GAA inhib -3%, GAA glycogen mod -9% and TRb-SRC2 inh -10%.
For N/C(=N\S(=O)(=O)c1ccc(Cl)s1)c1ccccc1 the results were GAA spleen mod 4%, TexasRed fluor -2%, RECQ1 inh -11%, GoLoco inh red 2%, GAA inhib -2%, GAA glycogen mod -6%, TRb-SRC2 inh -4% and L3MBTL1 block 6%.
For Nc1[nH]n2c(=O)cc(-c3ccccc3)nc2c1N=Nc1ccc2c(c1)OCO2 the results were GAA spleen mod -2%, TexasRed fluor -3%, RECQ1 inh 13%, GoLoco inh red -17%, GAA inhib 0%, GAA glycogen mod 10%, TRb-SRC2 inh 8% and L3MBTL1 block inconclusive.
Screening CCOC(=O)c1ccc2nc(C)cc(Nc3cccc(C(=O)O)c3)c2c1 returned GAA spleen mod 7%, TexasRed fluor -1%&-1%, RECQ1 inh -1%, GoLoco inh red 6%, GAA inhib -7%, GAA glycogen mod -10%[76.3 µM], TRb-SRC2 inh -1%&2% and L3MBTL1 block 4%.
For COc1ccc(C(=O)NC(=S)Nc2ccc(N3CCOCC3)c(Cl)c2)cc1[N+](=O)[O-] the results were GAA spleen mod 7%, TexasRed fluor -3%, RECQ1 inh 4%, GoLoco inh red 5%, GAA inhib 3%, GAA glycogen mod -16%, TRb-SRC2 inh -1% and L3MBTL1 block -11%.
For CCCCN(C(=O)c1c(C)[nH]c(C(=O)OCC)c1C)c1ccccc1 the results were GAA spleen mod -1%, TexasRed fluor 3%, RECQ1 inh -9%, GoLoco inh red -3%, GAA inhib inconclusive, GAA glycogen mod -3%, TRb-SRC2 inh -7% and L3MBTL1 block -7%.
O=[N+]([O-])/C(=C\Nc1ccccc1Cl)S(=O)(=O)c1ccccc1 was read as GAA spleen mod -6%, TexasRed fluor -6%, RECQ1 inh -4%, GoLoco inh red -17%, GAA inhib 6%, GAA glycogen mod -11%, TRb-SRC2 inh 6% and L3MBTL1 block -9%.

In the list so far, 2 have a furan ring, fused or not.
CCc1nc(Nc2ccc3c(c2)OCCO3)c2oc3ccccc3c2n1 was read as GAA spleen mod -2%, TexasRed fluor -13%, RECQ1 inh -6%, GoLoco inh red -12%, GAA inhib -10%, GAA glycogen mod -3% and TRb-SRC2 inh -8%.
For O=C(NCc1cccs1)C(=O)NCC(c1ccco1)N1CCN(c2ccccc2)CC1 (stereo unspecified) the results were GAA spleen mod -6%, TexasRed fluor -1%, RECQ1 inh inactive, GoLoco inh red -2%, GAA inhib -10%, GAA glycogen mod -18% and TRb-SRC2 inh 0%.

(continued)
Screening COC(=O)c1nn(C23CC4CC(CC(C4)C2)C3)c2c1C(=O)N(c1ccc(F)cc1)C2=O returned GAA spleen mod 0%, TexasRed fluor 2%, RECQ1 inh -18%, GoLoco inh red 1%, GAA inhib 5%, GAA glycogen mod 8%, TRb-SRC2 inh 1% and L3MBTL1 block 4%.
COc1cc(OC)nc(/N=C/NO)n1 was read as GAA spleen mod -2%, TexasRed fluor -8%, RECQ1 inh inactive, GoLoco inh red -4%, GAA inhib -11%, GAA glycogen mod -10%, TRb-SRC2 inh -7% and L3MBTL1 block -4%.
`COc1ccc(C(=O)NNC(=O)c2cc3cccc(OC)c3oc2=O)cc1` gave GAA spleen mod -1%, TexasRed fluor 0%, RECQ1 inh 0%, GoLoco inh red 1%, GAA inhib -2%, GAA glycogen mod -4%, TRb-SRC2 inh -10% and L3MBTL1 block 4%.
`CC(C)C(=O)N1CCN(c2ccc(NC(=O)c3ccc([N+](=O)[O-])o3)cc2Cl)CC1` gave GAA spleen mod 1%, TexasRed fluor 0%, RECQ1 inh -2%, GoLoco inh red -3%, GAA inhib -1%, GAA glycogen mod 1% and TRb-SRC2 inh -3%.
O=C1NCCN1CCNS(=O)(=O)c1ccc2ccccc2c1 was read as GAA spleen mod -2%, TexasRed fluor -7%, RECQ1 inh inactive, GAA inhib 0%, GAA glycogen mod -3%, TRb-SRC2 inh -1% and L3MBTL1 block 3%.
For CCOc1ccccc1-n1nnnc1SCC(=O)Nc1cc2oc3ccccc3c2cc1OC the results were GAA spleen mod 3%, TexasRed fluor -3%, RECQ1 inh -1%, GoLoco inh red 13%, GAA inhib 1%, GAA glycogen mod 2%, TRb-SRC2 inh -5% and L3MBTL1 block -2%.
For CC(=O)c1cc(C#N)c(SCc2ccc(F)cc2)nc1C the results were GAA spleen mod -5%, TexasRed fluor -3%, RECQ1 inh inactive, GoLoco inh red 7%, GAA inhib -1%, GAA glycogen mod 2% and TRb-SRC2 inh -6%.
O=C(OCC1COc2ccccc2O1)c1c(F)cccc1F (stereo unspecified) was read as GAA spleen mod -2%, TexasRed fluor 2%, RECQ1 inh inactive, GAA inhib 5%, GAA glycogen mod -20%, TRb-SRC2 inh 1% and L3MBTL1 block 35%[activator].
For COc1cccc(NC(=O)NCc2cccn2C)c1 the results were GAA spleen mod 9%, TexasRed fluor 3%, RECQ1 inh inactive, GoLoco inh red -1%, GAA inhib 3%, GAA glycogen mod 5%, TRb-SRC2 inh -2% and L3MBTL1 block -6%.
COc1ccc(CC(N)C(=O)NC2C(CO)OC(n3cnc4c(N(C)C)ncnc43)C2O)cc1 (stereo unspecified) was read as GAA spleen mod -8%, TexasRed fluor -1%, RECQ1 inh inactive, GoLoco inh red 7% and TRb-SRC2 inh 1%.
For CC(C)CCNC(=O)C(c1cccnc1)N(CCc1ccccc1)C(=O)Cn1nnc2ccccc21 (stereo unspecified) the results were GAA spleen mod 11%, TexasRed fluor -1%, RECQ1 inh 8%, GoLoco inh red 5%, GAA inhib 3%, GAA glycogen mod 3%, TRb-SRC2 inh -23% and L3MBTL1 block 7%.
For COc1ccc(/C=C/N(CCc2ccc(OC)c(OC)c2)C(=O)c2ccccn2)cc1 the results were GAA spleen mod 3%[17.4 µM], TexasRed fluor 1%[11.2 µM], RECQ1 inh -5%[11.5 µM] and TRb-SRC2 inh 7%[11.2 µM].
COC(=O)C1=C(C)N(Cc2ccccc2)C(=O)N[C@H]1c1ccc(Br)cc1 was read as GAA spleen mod 5%[17.4 µM], TexasRed fluor -2%[11.2 µM], RECQ1 inh -20%[11.5 µM], GoLoco inh red 2%[14.2 µM], GAA glycogen mod 2% and TRb-SRC2 inh 6%[11.2 µM].

A portion of the library. The share of hits here may be higher or lower than overall.
